DAGLB inh: diacylglycerol lipase beta (human) inhibition; AID 504411; inhibition, % at 5.17 µM; HEK293T DAGLB membrane lysate, EnzChek fluorogenic substrate; actives 0.059% (n = 340,000); Q8NCG7; in the data active = inhibition above about 34%;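 note: 0% = enzyme with vehicle and 100% = wells lacking enzyme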
Mot1-301 SUMO: inhibitors of SUMOylation pathway: yeast Mot1-301 growth rescue. actives 1% (n = 320,000). growth rescue, % at 18.8 µM. S. cerevisiae Mot1-301 growth rescue, ATP luminescence, 38.5C; percent above DMSO median, 100 means doubled;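 active = every valid replicate shows activation above 250% relative to neutral control wells; inactive = the rest, any valid replicate at or below 250%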;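 note: OY570 slx delta 5 strain wells were the positive control but not used for scaling; some compounds called inactive have numbers as strong as hits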
AddAB inh: less growth of phage-infected E. coli with AddAB; E. coli expressing H. pylori AddAB, absorbance growth; actives 0.29% (n = 330,000); inhibition, % at 11.9 µM; in the data active = inhibition above about 12%;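 note: 0% = vehicle wells of infected cells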
PKA-R2B activ: activators of human PKA-R2B complex. activation, % at 11.4 µM. actives 0.079% (n = 340,000). P22694+P31323. PKA-R2B holoenzyme dissociation, Cy5-IP20 fluorescence polarization; R2B truncated from residue 108, S112A mutant; 0% DMSO only, 100% 113 µM cGMP;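 active = activation above a cutoff set at the mean over all compounds plus 3 SD, cut at about 18% in these data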;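 note: higher means more holoenzyme dissociation and a rise in polarization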
Ecoli viability: counter-screen for AddAB inhibitors: E. coli growth inhibition; E. coli V3065 growth, OD600 absorbance, 18 h; AID 449728; inhibition, % at 11.9 µM; actives 0.27% (n = 330,000);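 active = inhibition above the campaign's mean inhibition across all tested compounds plus 3 SD, cut at about 9.9% in these data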;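 note: uninfected addAB+ strain grown without phage in ampicillin broth; 0% = DMSO wells and 100% = ciprofloxacin 0.95 µg/ml wells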
phage Ecoli inh: E. coli growth loss with phage present; inhibition, % at 11.9 µM; actives 0.26% (n = 360,000); growth absorbance; in the data active = inhibition above about 11%
HTR5A ag: activates human HTR5A in OPRM1-OPRD1 agonist counter-screen. P47898. HTR5A agonist assay, luminescence, cell-based. activation, % at 9.3 µM. actives 0.61% (n = 340,000); in the data active = activation mostly above about 9.5%, no sharp cut-off; inactive = mostly below about 7.6%;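 note: 0% = cells with vehicle only and 100% = reference agonist; strong numbers were not always called active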
Target sequence (P47898 whole entry, looked up): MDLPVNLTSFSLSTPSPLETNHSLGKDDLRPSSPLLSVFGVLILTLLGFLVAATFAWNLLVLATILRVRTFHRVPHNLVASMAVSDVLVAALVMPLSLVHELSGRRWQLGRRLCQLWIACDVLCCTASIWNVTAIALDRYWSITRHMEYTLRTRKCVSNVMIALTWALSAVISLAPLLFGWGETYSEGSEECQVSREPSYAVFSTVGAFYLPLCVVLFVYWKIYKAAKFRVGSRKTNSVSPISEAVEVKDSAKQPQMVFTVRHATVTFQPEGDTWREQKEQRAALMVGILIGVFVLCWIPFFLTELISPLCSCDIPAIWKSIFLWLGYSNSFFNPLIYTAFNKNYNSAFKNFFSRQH
PKA-R1A activ: activators of PKA-R1A complex | P00514+P68181 | PKA-R1A dissociation, Cy5-IP20 fluorescence polarization; scaled: DMSO 0%, 113 µM cGMP 100% | activation, % at 11.4 µM | actives 0.083% (n = 340,000) | AID 504707;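 active = percent activation above the mean of all tested compounds plus 3 SD, cut at about 19% in these data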;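 note: higher means more PKAc released from R1A so a rise in polarization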
CDK5 inh: blocks human CDK5/p35 kinase activity. Q00535+Q15078. Recombinant CDK5/p35, ADP-Glo luminescence, 60 min. inhibition, % at 10 µM. actives 0.01% (n = 330,000). AID 488839;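 active = highest replicate inhibition of at least 50% and at least 75% of replicates reaching 50%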;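 note: plate controls were DMSO neutral control for no effect and GW8510 at 10 µM for full effect; many of its hits are not listed in these tables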
Target sequence (Q00535 whole entry, looked up): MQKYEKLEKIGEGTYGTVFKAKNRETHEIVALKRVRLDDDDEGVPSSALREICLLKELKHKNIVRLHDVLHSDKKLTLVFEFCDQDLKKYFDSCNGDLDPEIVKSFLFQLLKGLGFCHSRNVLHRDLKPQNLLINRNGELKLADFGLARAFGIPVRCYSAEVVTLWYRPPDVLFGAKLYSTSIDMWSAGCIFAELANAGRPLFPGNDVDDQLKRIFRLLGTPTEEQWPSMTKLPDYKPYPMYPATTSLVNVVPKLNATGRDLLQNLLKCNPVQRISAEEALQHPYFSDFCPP
Target sequence (Q15078 whole entry, looked up): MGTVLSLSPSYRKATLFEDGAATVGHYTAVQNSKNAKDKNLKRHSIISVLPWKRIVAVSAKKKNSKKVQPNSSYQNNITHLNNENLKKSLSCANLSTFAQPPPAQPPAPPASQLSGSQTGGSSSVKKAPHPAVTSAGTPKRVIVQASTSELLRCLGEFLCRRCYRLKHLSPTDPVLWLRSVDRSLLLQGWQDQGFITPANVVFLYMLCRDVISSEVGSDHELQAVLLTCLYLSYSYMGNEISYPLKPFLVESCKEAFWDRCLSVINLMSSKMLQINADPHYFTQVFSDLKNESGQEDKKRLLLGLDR
Tat export inh: inhibitors of E. coli Tat protein transport; actives 0.036% (n = 340,000); E. coli MC4100 TorA-mCherry Tat export, fluorescence; inhibition, % at 10 µM;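 active = mean replicate inhibition at least 50% and at least half of replicates individually reaching 50%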;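 note: exported cargo escapes ClpAP degradation while cytoplasmic cargo is degraded and loses fluorescence; 0% = median of neutral control wells and 100% = median of NaSCN control wells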
HTR5A inv ctr: counter-screen for OPRM1-OPRD1 inverse agonists: human HTR5A inverse agonism | HTR5A cell line, luminescence | actives 0.083% (n = 340,000) | inhibition, % at 9.3 µM; in the data active = inhibition mostly above about 23%, no sharp cut-off; inactive = mostly below about 18%;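 note: 0% = cells with DMSO and 100% = no-cell wells with DMSO; some compounds called inactive have numbers as strong as hits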
An asterisk follows results filed as active; x = not tested or not shown; & = joins results of further samples.

Start of the listing, in advance:
entry	Molecule	DAGLB inh	Mot1-301 SUMO	AddAB inh	PKA-R2B activ	Ecoli viability	phage Ecoli inh	HTR5A ag	PKA-R1A activ	CDK5 inh	Tat export inh	HTR5A inv ctr
1	COc1cc(Nc2nc3ccc(Cl)cc3n3cnnc23)cc(OC)c1OC	-2	108	1.6	-6	1.2	1.4	-2	1	1.0	-7	6
2	Oc1cc(OCc2ccccc2)ccc1-c1[nH]ncc1-c1ccccc1	-7	-15	8.0	1	5.1	3.8	1	-12	-0.3	13	-8
3	CCOC(=O)C1=C(CSc2nc(CC)c(C)cc2C#N)OC(N)=C(C#N)C1c1ccc(OC)cc1 (stereo not given)	-3	-10	-2.9	6	-1.6	2.9	3	-5	1.3	16	-28
4	COc1ccc(NC(=O)CCn2c(=O)c3cccn3c3ccccc32)cc1	0	19	5.2	-1	0.7	1.9	0	3	x	7	-2
5	Fc1ccc(CN2CCN(c3ncccn3)CC2)cc1	-9	1	3.1	7	-1.8	0.1	4	2	-0.9	3	-10

All compounds of this part, previewed entries included:
entry	Molecule	DAGLB inh	Mot1-301 SUMO	AddAB inh	PKA-R2B activ	Ecoli viability	phage Ecoli inh	HTR5A ag	PKA-R1A activ	CDK5 inh	Tat export inh	HTR5A inv ctr
1	COc1cc(Nc2nc3ccc(Cl)cc3n3cnnc23)cc(OC)c1OC	-2	108	1.6	-6	1.2	1.4	-2	1	1.0	-7	6
2	Oc1cc(OCc2ccccc2)ccc1-c1[nH]ncc1-c1ccccc1	-7	-15	8.0	1	5.1	3.8	1	-12	-0.3	13	-8
3	CCOC(=O)C1=C(CSc2nc(CC)c(C)cc2C#N)OC(N)=C(C#N)C1c1ccc(OC)cc1 (stereo not given)	-3	-10	-2.9	6	-1.6	2.9	3	-5	1.3	16	-28
4	COc1ccc(NC(=O)CCn2c(=O)c3cccn3c3ccccc32)cc1	0	19	5.2	-1	0.7	1.9	0	3	x	7	-2
5	Fc1ccc(CN2CCN(c3ncccn3)CC2)cc1	-9	1	3.1	7	-1.8	0.1	4	2	-0.9	3	-10
6	Cc1noc(C)c1C(=O)Nc1ccccc1-c1ccccc1	-2	10	-1.1	-1	-1.2	2.5	-1	-1	1.5	-6	11
7	Cc1ccc2c(c1)CCCN2C(=O)c1ccncc1	1	-7	0.0	-4	1.0	3.3	2	-13	-1.0	6	-3
8	CN(C(=O)CSc1cccc[n+]1[O-])C1CCCCC1	-3	-16	-0.2	-13	-1.1	0.7	-6	-9	0.7	-10	3
9	NC(=O)c1ccccc1N/C=C/C(=O)c1ccc(Cl)cc1	-1	26	-0.1	-7	0.5	1.4	4	-2	-0.4	-12	17
10	COc1ccc(C)cc1S(=O)(=O)N(C)CC(=O)NCc1ccco1	0	3	3.6	-7	-1.2	-1.7	-6	-14	-1.4	18	11
11	COc1cc(C(c2nnnn2C2CCCC2)N2CCN(C(=O)c3ccco3)CC2)cc(OC)c1OC (stereo not given)	0	-10	2.9	-4	4.0	0.7	-1	-8	0.1	-1	-4
12	CSCC[C@H](NC(=O)CC(C)(C)C)c1nc2ccccc2[nH]1	0	422*	0.8	2	2.2	4.0	6	6	-1.3	-7	-22
13	Cc1ccc(S(=O)(=O)CCC#N)cc1	1	21	0.7	5	-0.7	-0.8	2	4	-0.8	5	-7
14	CCN(CC)c1ccc2cc(C(N)=O)c(=N)oc2c1	x	-5	1.6	x	0.6	8.9	x	x	0.1	-6	x
15	COc1ccc(C(=O)/C=C/c2ccc(-c3ccccc3)cc2)cc1CSCC(=O)O	16	1	x	1	x	1.0	2	9	-4.0	20	-7
16	O=C(Nc1ccc(S(=O)(=O)NC2CCCC2)cc1)c1cnccn1	0	138	0.1	-11	1.1	-1.2	-7	1	1.2	-7	-23
17	COc1ccc(/C=C(\NC(=O)c2ccco2)C(=O)Nc2ccc(C(C)=O)cc2)cc1	0	26	x	-3	x	1.2	13	-7	-1.1	3	-33
18	O=C(O)c1cccc(N/N=C/c2ccc(OC(F)(F)F)cc2)c1	3	5	-0.2	3	0.5	-0.2	-4	-4	-0.7	-6	14
19	Cc1cccc(C(=O)Nc2cc(S(=O)(=O)N3CCOCC3)ccc2N2CCCCC2)c1	-3	-12	1.5	-2	2.8	0.8	10	-7	-4.7	10	-26
20	COc1ccc(Cn2nnnc2C(c2cc3cccc(C)c3[nH]c2=O)N2CCOCC2)cc1 (stereo not given)	-4	-2	1.4	0	1.5	4.0	7	0	-0.5	-2	10
21	ON(CCc1ccccn1)CCc1ccccn1	-2	x	x	-2	x	x	-1	-4	0.3	-1	4
22	CC1(C)C(C=C(Cl)Cl)C1C(=O)N(Cc1ccccc1Cl)C1CCS(=O)(=O)C1 (stereo not given)	-4	14	2.0	-13	-2.9	0.1	6	4	-0.5	6	-1
23	Cc1ccsc1/C=N/NC(=O)c1ccc2c(c1)OCCO2	-6	9	2.2	-7	4.2	6.9	3	5	-3.6	-5	-13
24	CC1(C)CNC(=O)CC(C)(C)N1O	-2	-3	-1.3	4	0.7	1.6	6	-8	0.5	3	-2
25	O=C(Nc1ccccc1)c1ccc(S(=O)(=O)N2CCOCC2)cc1	1	142	0.2	1	-0.9	0.5	2	-5	0.0	-6	-21
26	Cc1cccc(NS(=O)(=O)c2cccc(C(=O)N3CCCC(C(F)(F)F)C3)c2)c1 (stereo not given)	-1	20	-1.7	-7	-2.1	-0.1	-1	-14	1.0	1	-15
27	N#CC1=C(N)Oc2n[nH]c(-c3cccs3)c2C1c1ccncc1 (stereo not given)	-1	323	-0.2	1	2.3	-1.2	-1	-9	0.0	-5	-33
28	COc1ccccc1NC(=O)c1cc2c(=O)n(C)c3ccccc3c2n1C	0	-16	-0.7	-8	-1.6	4.1	-1	-11	0.8	1	5
29	CN1CCN(Cc2nc3ccccc3c(=O)n2Cc2nc(-c3ccc4ccccc4c3)cs2)CC1	-2&1	14	-0.2	-5&2	-1.3	-0.1&2.8	9.0*	-16&1	0.4&-1.4	21&-3	-36&-38
30	COc1ccc(C2/C(=C(\O)c3ccc4c(c3)OCCO4)C(=O)C(=O)N2c2nc(C)c(C(C)=O)s2)cc1 (stereo not given)	3	13	1.0	-6	-2.5	-0.5	-1	6	x	-3	3
31	O=C(Nc1cnn(Cc2ccccc2)c1)c1cc2nc(-c3ccco3)cc(C(F)(F)F)n2n1	-1	3	3.0	-1	0.9	-0.6	-1	0	1.6	-1	4
32	Cc1nc2cc3sc(C)nc3cc2s1	2	-6	1.4	1	2.5	2.9	0	1	-0.1	-3	-1
33	C=C(C)CNC(=S)Nc1cccc(N)n1	-1	x	x	-7	x	0.0	0	-8	0.6	-6	-1
34	Cc1nc2ccccc2n1Cc1ccc(Cl)cc1	-2	51	1.1	-3	-1.1	3.5	0	-6	-1.1	1	4
35	COCCCn1c(SCC(=O)Nc2oc(C)c3c(C)n[nH]c(=O)c23)nc2sc3c(c2c1=O)CCC3	2	3	-1.0	-6	-1.6	3.3	3	-18	-0.6	0	-8
36	O=S(=O)(c1ccc(SCCOc2cccc(Br)c2)nc1)N1CCCC1	-12	-6	0.4	-3	-1.6	-0.9	0	-6	-0.2	15	6
37	CCOC(=O)c1[nH]c2cc3c(cc2c1NC(=O)CN1CCc2ccccc2C1)OCO3	0	-7	1.2	-3	-2.0	2.7	1	-13	-0.5	-5	-2
38	O=C(O)Cn1nc(-c2ccccc2)ccc1=O	0	-15	2.5	9	-1.4	0.3	-1	0	0.0	-9	1
39	Cc1ccccc1-c1nc(CS(=O)(=O)CC(=O)NC2CCCCC2C)c(C)o1 (stereo not given)	-5	10	2.1	-4	-4.8	-0.3	0	-2	0.5	0	0
40	C/C(=N\NC(=O)c1cc(C)[nH]n1)c1ccc(-c2ccccc2)cc1	-3	9	1.6	12	-1.1	1.8	2	1	-2.3	0	-17
41	CCN(CC)C(=O)c1c(-c2ccccc2)oc2ccc(OC)cc12	-1	-28	1.1	9	-0.3	3.9	0	-14	0.7	-1	-22
42	CC1CN(Cc2nc3c(c(=O)n(C)c(=O)n3C)n2CCCO)CC(C)O1 (stereo not given)	2	7	2.2	-4	1.3	-1.4	1	-6	-3.0	10	-3
43	Cc1ccc(SCC(=O)Nc2ncc(C)s2)cc1	-2	-9	0.7	1	-1.2	3.7	1	2	-0.1	2	-36
44	Cc1ccc(C2=NS(=O)(=O)N(C)C(C(=O)Nc3ccc4c(c3)OCO4)=C2)cc1	-2	53	2.2	-6	0.5	1.1	-3	0	-0.7	-1	7
45	O=C1C(=O)N(CCO)C(c2ccccc2[N+](=O)[O-])/C1=C(\O)c1ccccc1 (stereo not given)	-3	-7	0.6	9	0.7	1.5	1	-3	0.1	-6	-3
46	CCOc1ccccc1-n1nnnc1SCC(=O)NCc1ccco1	1	371	-0.6	-9	-3.6	4.3	0	-3	3.0	-1	0
47	CS(=O)(=O)N(CC(=O)NC1CC2CCC1C2)c1ccc(Oc2ccccc2)cc1 (stereo not given)	x	21	-1.4	x	-1.7	4.0	x	x	1.7	4	x
48	O=C(Cc1cccs1)N(c1ccccc1)C1C=CS(=O)(=O)C1 (stereo not given)	1	121	0.9	-3	0.1	1.4	1	-15	-0.1	0	3
49	CC(Sc1nnc(-c2ccncc2)n1C)C(=O)Nc1nccs1 (stereo not given)	2	-12	0.8	3	-3.2	0.1	-5	-2	0.4	-6	14
50	Cc1ccc(/C=N/NC(=O)C[n+]2ccccc2)s1	-4	5	2.8	0	3.1	2.1	-4	3	0.0	3	11

Next section:
entry	Molecule	DAGLB inh	Mot1-301 SUMO	AddAB inh	PKA-R2B activ	Ecoli viability	phage Ecoli inh	HTR5A ag	PKA-R1A activ	CDK5 inh	Tat export inh	HTR5A inv ctr
51	Cc1cccc(C)c1NC(=O)C1(NC(=O)c2cnccn2)CCCCC1	-2	-1	0.2	-9	-1.7	1.8	-1	0	3.1	2	2
52	COc1cc(OC)cc(C(=O)N2CCN(C(=O)COc3ccc4ccccc4c3)CC2)c1	-2	-5	2.1	-11	1.1	1.3	-2	-4	-4.0	7	-11
53	NC(=O)c1nsc(C(=O)N(c2ccccc2)C(C(=O)NC2CCCCC2)c2ccc(O)cc2)c1N (stereo not given)	0	23	1.7	-2	2.6	-1.5	7	3	0.3	-2	-15
54	O=C(c1cc(COc2ccc(F)cc2Cl)on1)N1CCc2ccccc2C1	-7	-15	0.8	-8	0.3	1.8	6	-4	-2.8	-7	-16
55	NS(=O)(=O)c1ccc(NC(=O)COC(=O)CCNC(=O)NC23CC4CC(CC(C4)C2)C3)cc1	2	175	1.8	-7	0.6	3.1	-2	-3	0.1	-1	-1

Results in sequence from the entries so far.
Compounds 51–55 in phage Ecoli inh, in turn: 1.8, 1.3, -1.5, 1.8, 3.1
Compounds 51–55 in HTR5A inv ctr, in turn: 2, -11, -15, -16, -1
Compounds 51–55 in Mot1-301 SUMO, in turn: -1, -5, 23, -15, 175

Hits appear at their usual frequency; any-hit rate near 2.3%.
